From PubChem
FUS yeast rescue = qHTS for Suppressors of FUS Proteinopathy: Primary screen using FUS-linked yeast assay | Potency, µM (highest dose often 76.6 µM), inactives show top-dose growth rescue (activation), most hits filed as activators | hit rate 0.24% among 390,000 | S. cerevisiae FUS-expressing, growth rescue, OD600, 24 h;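 note: potency is the fitted concentration of half-maximal effect; plate controls were DMSO vehicle for no effect and reference control for full effect; nearly all actives have a fitted effect of over 55% in size; some results filed as inactive show a strong effect at the top dose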
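Absorbance at 600 nm, taken 24hr after compound addition, measured rescue of FUS-yeast growth at 30C. Induction used 2% galactose with seeding at OD 0.005. Controls: CP55940 from 92uM final, DMSO only.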
PI5P4Ka inh = qHTS for Inhibitors of phosphatidylinositol 5-phosphate 4-kinase (PI5P4K); Phosphatidylinositol 5-phosphate 4-kinase type-2 alpha (Homo sapiens), P48426; PI5P4Kalpha enzyme, ADP-Glo luminescence, 60 min; stronger effect = lower value; max response, %; hit rate 1.2% among 330,000; AID 652105, 2013; active = max response of -50% or lower; inconclusive = between -30% and -50%; inactive = -30% or higher; note: value at the top dose of about 77 µM; % is set by controls: 0 for no effect and ±100 for the full control effect
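Single end-point luminescence (ADP-Glo) quantified ADP from PI5P4Kalpha turnover; ATP 5 microM final, 1 h at RT, 0.1% CHAPS and 0.28 mM EGTA in HEPES pH 7.4.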
EPAC1 antag = qHTS for Antagonist of cAMP-regulated guanine nucleotide exchange factor 3 (EPAC1): primary screen; Rap guanine nucleotide exchange factor 3 (Homo sapiens), O95398; EPAC1 GEF assay, Rap1b-BODIPY-GDP exchange fluorescence; Potency, µM (highest dose often 115 µM), without a hit: at the highest dose activity change, negative = inhibition, usual class: inhibitors; hit rate 0.14% among 360,000; AID 720709, 2013;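 note: potency is the fitted concentration of half-maximal effect; plate controls were vehicle for no effect and positive control for full effect; nearly all actives have a fitted effect of over 50% in size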
PLK1 PBD block = qHTS for Inhibitors of PLK1-PDB (polo-like kinase 1 - polo-box domain): Primary Screen. Serine/threonine-protein kinase PLK1 (Homo sapiens), P53350. Plk1 PBD binding of FITC phosphopeptide, fluorescence polarization. Potency, µM, for inactives: max response, negative = inhibition, most hits filed as inhibitors. hit rate 2.8% among 360,000. AID 720504, 2013; note: potency is the fitted concentration of half-maximal effect; series mostly up to about 57 µM; % is set by controls: 0 for no effect and ±100 for the full control effect; nearly all actives have a fitted effect of over 65% in size
WRN helicase inh = qHTS for Inhibitors of WRN Helicase; WRN helicase unwinding, fluorescent forked duplex, kinetic; hit rate 0.46% among 360,000; Potency, µM (highest dose often 114 µM), for the others: top-dose activity change, negative = inhibition, hits mostly inhibitors; AID 651768, 2012; note: potency is the fitted concentration of half-maximal effect; % is set by controls: 0 for no effect and ±100 for the full control effect; nearly all actives have a fitted effect of over 55% in size
Target sequence (Q14191 whole entry, looked up): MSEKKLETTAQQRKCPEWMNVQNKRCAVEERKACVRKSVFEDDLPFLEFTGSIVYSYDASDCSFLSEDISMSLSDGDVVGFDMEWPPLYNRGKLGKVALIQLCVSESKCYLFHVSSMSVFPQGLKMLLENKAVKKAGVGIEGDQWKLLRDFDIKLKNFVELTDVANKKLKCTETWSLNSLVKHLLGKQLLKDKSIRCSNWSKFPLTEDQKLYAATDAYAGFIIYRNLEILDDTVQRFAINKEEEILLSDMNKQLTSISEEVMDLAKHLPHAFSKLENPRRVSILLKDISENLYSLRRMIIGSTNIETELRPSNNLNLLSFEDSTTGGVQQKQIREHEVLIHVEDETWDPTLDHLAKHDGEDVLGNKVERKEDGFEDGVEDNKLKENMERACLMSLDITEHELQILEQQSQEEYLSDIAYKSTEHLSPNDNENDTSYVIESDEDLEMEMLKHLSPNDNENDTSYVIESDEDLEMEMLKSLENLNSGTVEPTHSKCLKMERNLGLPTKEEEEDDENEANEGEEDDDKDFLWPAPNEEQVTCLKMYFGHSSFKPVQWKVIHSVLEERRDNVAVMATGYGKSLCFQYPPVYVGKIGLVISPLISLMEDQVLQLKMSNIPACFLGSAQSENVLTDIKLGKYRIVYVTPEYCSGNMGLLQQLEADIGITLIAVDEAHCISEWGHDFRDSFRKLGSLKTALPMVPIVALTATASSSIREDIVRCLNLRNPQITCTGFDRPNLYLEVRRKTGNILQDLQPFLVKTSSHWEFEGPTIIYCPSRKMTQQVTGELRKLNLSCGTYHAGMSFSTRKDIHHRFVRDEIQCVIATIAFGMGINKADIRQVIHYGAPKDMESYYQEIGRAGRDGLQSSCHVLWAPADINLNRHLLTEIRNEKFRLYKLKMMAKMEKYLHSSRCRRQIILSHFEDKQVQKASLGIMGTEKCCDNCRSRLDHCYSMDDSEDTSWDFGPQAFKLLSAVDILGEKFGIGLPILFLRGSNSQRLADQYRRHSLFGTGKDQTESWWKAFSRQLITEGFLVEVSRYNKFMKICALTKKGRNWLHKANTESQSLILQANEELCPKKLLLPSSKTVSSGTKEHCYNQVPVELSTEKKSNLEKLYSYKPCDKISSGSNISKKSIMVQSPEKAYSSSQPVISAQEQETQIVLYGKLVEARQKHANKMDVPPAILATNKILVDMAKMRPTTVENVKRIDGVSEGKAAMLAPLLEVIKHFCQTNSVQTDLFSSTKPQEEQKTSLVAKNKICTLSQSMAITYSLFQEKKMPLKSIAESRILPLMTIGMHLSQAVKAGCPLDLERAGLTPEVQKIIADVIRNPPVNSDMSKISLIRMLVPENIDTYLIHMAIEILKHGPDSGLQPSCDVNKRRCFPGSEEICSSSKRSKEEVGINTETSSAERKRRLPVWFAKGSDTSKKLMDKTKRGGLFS
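Enzyme (20 nM final) and test compound sit together 15 min at room temperature before substrate addition. Substrate is a single-forked duplex oligonucleotide (100 nM) labelled with fluorophore and quencher, with 2 mM ATP; helicase unwinding raises red fluorescence, read kinetically.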
Abeta yeast res = qHTS for compounds that reverse cellular toxicity of Amyloid beta (A-beta) peptide in yeast: Primary Screen. AID 1347071, 2019. Potency, µM (highest dose often 46.1 µM), for the others: at the highest dose growth rescue, usual class: activators. hit rate 0.063% among 410,000. yeast expressing A-beta42, growth rescue, OD600, 48 h; response scale: 0% DMSO, 100% iron-clioquinol control; note: potency is the fitted concentration of half-maximal effect; nearly all actives have a fitted effect of over 55% in size
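Growth rescue measured by 600 nm absorbance after 48 h yeast culture at 30 C with compound. Values normalized between DMSO and an equimolar ferric chloride plus clioquinol control.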
EPAC1 agonist = qHTS for Agonist of cAMP-regulated guanine nucleotide exchange factor 3 (EPAC1): primary screen; Rap guanine nucleotide exchange factor 3 (Homo sapiens), O95398; AID 720707, 2013; Potency, µM (titrated, usually from 154 µM), without a hit: top-dose activation, hits mostly activators; hit rate 0.073% among 360,000; EPAC1 agonist qHTS, biochemical assay; response scale: 100% = response to 6.5 mM cAMP; note: potency is the fitted concentration of half-maximal effect; nearly all actives have a fitted effect of over 60% in size
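EPAC1 100 nM, Rap1B–BODIPY-GDP 250 nM, unlabeled GDP 50 uM; compound titration; 5 min RT; kinetic read ex480/em540 at 5-min intervals ×30 min; data normalized to 6.5 mM cAMP agonist control.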
IL2 activator = qHTS of IL-2 Activators. IL-2 activation reporter assay, cell-based qHTS; stimulated with anti-CD3/CD4/CD28 beads; in transgenic mouse T cells. activation, % (series mostly up to about 46 µM). hit rate 0.065% among 360,000. AID 652025, 2013; in the data active = activation above about 50%; inconclusive = mostly about 30% to 49%; note: 0% is about no effect
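Screening format: compound pinned onto unstimulated transgenic mouse T cells, 60 min incubation, then anti-CD3/anti-CD4/anti-CD28 bead stimulation for 18 hours at 37 degrees C, followed by EGFP and DsRed detection.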
The depositor's hits bear a star; u = inconclusive; x = not tested or not shown; & = joins results of further samples; [ ] = another dose, or the depositor's remark. Unless noted, calls come from the whole dose curve; as a rule, active = well fitted curve in the direction sought with a large enough effect; inconclusive = small, poorly fitted or top-dose-only effect, or another doubt; inactive = no such curve, though single readings can be large; an effect the other way counts as inactive or inconclusive.

SMILES | FUS yeast rescue | PI5P4Ka inh | EPAC1 antag | PLK1 PBD block | WRN helicase inh | Abeta yeast res | EPAC1 agonist | IL2 activator
Cc1ccc(NC(=O)c2cc(S(=O)(=O)N(C)C)ccc2N2CCCC2)cc1S(=O)(=O)N(C)C | 33% | -13 | 1% | 2% | -6% | 15% | 5% | -6.3
CCc1cc(C(=O)OC)c(NC(=O)CCCC(=O)O)s1 | 21% | -4 | 16% | u | -4% | 9% | 4% | 0.2
O=C(CCc1nc2ccccc2c(=O)[nH]1)Nc1ccc(F)cc1 | x | -8 | -4% | -5% | -16% | 0% | -10% | 0.9
CC1(C)OC(=O)C(=CSc2ccc(C(C)(C)C)cc2)C(=O)O1 | 6% | 3 | -10% | u | 3% | 7% | 7% | 0.1
COc1cc(CCN2C(=O)c3cccc4cccc(c34)C2=O)c(S(=O)(=O)NCCCO)cc1OC | 19% | -12 | -10% | -3% | 1%[57.1 µM] | -11% | -10% | -0.8
O=C(NCCc1ccccc1)C1Cc2c(-c3ccc(Cl)cc3)ccnc2O1 (stereo unspecified) | 28% | 3 | 0% | -1% | -10% | -6% | 9% | 0.2
C/C(=N\NC(=O)CNC(=O)c1ccccc1F)c1ccco1 | 5% | 0 | -10% | -10% | -1% | -10% | 1% | -0.6
Cc1ccccc1C(=O)Nc1ccccc1NC(=O)c1ccccc1Br | 20% | -6 | u | -11% | 5% | -18% | 10% | -1.7
CC(=O)c1c(C)[nH]c(C(=O)COC(=O)C2CC2)c1C | 8% | 1 | -13% | 6% | -5% | 0% | 1% | 2.9
CCC(C)NC(=O)CS(=O)Cc1nc(-c2ccccc2C)oc1C (stereo unspecified) | -10% | 4 | u | u | -1% | 4% | -10% | 0.6
CCN1CCN(CC(O)COc2ccc(C)c(C)c2)CC1 (stereo unspecified) | 11%&4% | 3&-7 | 5%&-5% | 4%&-1% | -7%&8% | 2%&-8% | 4%&-6% | -0.5&-0.1
COc1ccc(OC)c(/C=C(\C)C(=O)c2c(C)cc(C)[nH]c2=O)c1 | 4% | 1 | 6% | -5% | -31% | 15% | 7% | -0.1
COc1ccc(OC)c2sc(N3CCN(C(=O)c4ccc5ncsc5c4)CC3)nc12 | 41% | 1 | -18% | -7% | 4% | 0% | 11% | 0.9
N#CCCN1CCN(S(=O)(=O)c2ccc(S(=O)(=O)NC3CCCCC3)cc2)CC1 | -10% | -3 | -4% | 5% | -8% | 13% | -5% | -1.6
O=C1CC[C@@H](CN(Cc2ccccn2)Cc2nc(-c3ccc(C(F)(F)F)cc3)no2)N1 | -21% | -7 | -10% | 0% | 5% | -6% | -1% | 0.0
O=C1OCCC1Sc1nc2ccccc2[nH]1 (stereo unspecified) | 35% | x | 4% | -2% | -13% | -7% | 1% | 0.0
Cc1cc(C)c(C(=O)COC(=O)c2cccc(S(=O)(=O)N3CCOCC3)c2)cc1C | -14% | 0 | 7% | 4% | 7% | -1% | -4% | -3.2
Nc1ccc([N+](=O)[O-])cc1C(=O)NNC(=O)c1ccco1 | -26% | -1 | -16% | -1% | -8% | 4% | -2% | -0.5
Cc1cc(/C=C2\NC(=S)NC2=O)c(C)n1-c1cccnc1 | 31% | 0 | -25% | 1% | -16% | -12% | 9% | 1.1
O=C(NCc1ccc2c(c1)OCO2)C1CCN(c2nccc(C(F)(F)F)n2)CC1 | -5% | 1 | -29% | -10% | -6% | -4% | -8% | 1.7
CCOC(=O)N1CCN(c2c(NCc3ccccc3OC)c(=O)c2=O)CC1 | -17% | 1 | -21% | -14% | 2% | -4% | -12% | -3.4
O=C(O)CNc1ccccc1C(=O)O | -21% | 8 | 0% | -19% | -4%[11.6 µM] | u | 5% | 4.5
COc1ccc2c(C)cc(SCC(=O)Nc3ncc(Cl)cc3Cl)nc2c1 | x | 0 | 1% | -21% | 1% | 10% | 0% | 10
O=C(Nc1ccccc1C(=O)N1CCCC1)c1ccc(Cl)cc1Cl | -3% | 4 | -10% | -15% | 0% | -11% | 3% | -0.1
CCOC(=O)CCc1c(C)c2ccc(OCC(=O)N3CCOCC3)c(C)c2oc1=O | 6% | 2 | 9% | -1% | -20% | -7% | -3% | -5.8

One compound at a time (already shown). Screens in order: FUS yeast rescue | PI5P4Ka inh | EPAC1 antag | PLK1 PBD block | WRN helicase inh | Abeta yeast res | EPAC1 agonist | IL2 activator
Entry for COc1ccc(OC)c2sc(N3CCN(C(=O)c4ccc5ncsc5c4)CC3)nc12 → 41% | 1 | -18% | -7% | 4% | 0% | 11% | 0.9
Entry for Cc1ccc(NC(=O)c2cc(S(=O)(=O)N(C)C)ccc2N2CCCC2)cc1S(=O)(=O)N(C)C → 33% | -13 | 1% | 2% | -6% | 15% | 5% | -6.3

Ordered by value in WRN helicase inh (rising): three from the list above.
Structure	PI5P4Ka inh	EPAC1 antag	PLK1 PBD block	WRN helicase inh	IL2 activator
Nc1ccc([N+](=O)[O-])cc1C(=O)NNC(=O)c1ccco1	-1	-16%	-1%	-8%	-0.5
Cc1ccc(NC(=O)c2cc(S(=O)(=O)N(C)C)ccc2N2CCCC2)cc1S(=O)(=O)N(C)C	-13	1%	2%	-6%	-6.3
CC(=O)c1c(C)[nH]c(C(=O)COC(=O)C2CC2)c1C	1	-13%	6%	-5%	2.9

Other compounds follow.
SMILES | FUS yeast rescue | PI5P4Ka inh | EPAC1 antag | PLK1 PBD block | WRN helicase inh | Abeta yeast res | EPAC1 agonist | IL2 activator
COc1ccc(C(=O)NCCNc2nc3ccc(C)cc3cc2C#N)cc1OC | -6% | -1 | -13% | -3% | 8% | 6% | 7% | -0.2
CCOC(=O)N1CCN(C(=O)c2ccc(N3CCCC3=O)cc2)CC1 | 15% | -2 | 12% | -2% | 0%[57.1 µM] | 7% | -3% | -3.2
O=[N+]([O-])c1cc(S(=O)(=O)N2CCCCC2)ccc1NCCCN1CCOCC1 | -24% | -6 | -9% | -3% | 7% | 18% | 10% | -0.9
Cc1ccc(-c2csc(NC(=O)CN3CC(C)OC(C)C3)n2)cc1 (stereo unspecified) | 10% | 3 | -13% | -4% | -30% | 5% | 7% | -0.9
O=C(Nc1cccc(S(=O)(=O)N2CCCCC2)c1)c1ccc2ncsc2c1 | u | -5 | -12% | -2% | -15% | 4% | 3% | -0.8
O=C(CC[C@H]1O[C@@H](n2cnc3c(NC(=O)c4ccccc4)ncnc32)[C@H](O)[C@@H]1O)NCc1ccccn1 | -27% | -4 | -12% | 3% | 0% | -1% | -2% | 0.9
CN(Cc1nccs1)C(=O)C1CCC(=O)N(CCCc2ccccc2)C1 (stereo unspecified) | -3% | 2 | 4% | -20% | 10% | 7% | 18% | 5.7
COC(=O)[C@@H](NC(=O)CCc1nnc(-c2ccsc2)o1)C(C)C | -4% | -1 | 10% | -3% | 11% | -10% | 2% | -0.4
O=C(c1cccs1)N1CCN(C(=O)C2CCCO2)CC1 (stereo unspecified) | 11% | x | 8% | -6% | 3% | 20% | 1% | -1.9
COC(OC)C1Nc2ccccc2C(=O)N1c1ccc(F)cc1 (stereo unspecified) | 3% | -9 | -14% | -4% | -15% | 27% | -17% | -0.9
Cc1ccc(-c2nc3[nH]c(=O)cc(NC(=O)C(C)C)n3n2)cc1 | -17% | -11 | 6% | 27µM* | 9% | -2% | -6% | 1.9
O=C(CSc1nc2ccccc2[nH]1)Nc1ccccc1F | 32% | x | -12% | -15% | -7% | 11% | 18% | 1.7
O=C(COC(=O)CCCOc1ccc(Cl)cc1Cl)Nc1cccc(Cl)c1 | x | 30 | -20% | 0% | -13% | 23% | 4% | -4.0
CC(C)COc1cccc(-c2cc(C(=O)Nc3ccon3)c3ccccc3n2)c1 | 29% | 22 | -13% | -2% | -19% | -10% | -6% | -2.5
CSc1nc(N)nc2c1ncn2CC(=O)NCCNc1ccc([N+](=O)[O-])cn1 | -11% | -10 | -7% | -6% | 5% | 1% | -10% | -0.7
CSc1cccc(CNC(=O)C2CCC(=O)N(CCc3ccccn3)C2)c1 (stereo unspecified) | x | -3 | -17% | -1% | -3% | 10% | 0% | -1.7
O=C(NCc1ccccn1)c1cccs1 | 17% | x | -4% | -2% | -4% | -12% | -4% | -2.5
Cc1nn(Cc2cccc(C(=O)N3N=C(C(F)F)CC3(O)C(F)F)c2)c(C)c1[N+](=O)[O-] (stereo unspecified) | 16% | x | 0% | -10% | -8% | 12% | 13% | 0.3
Cc1cc(C)c2c(NC(=O)C3CC3)nn(C)c2n1 | -5% | -1 | 9% | -13% | 2% | -1% | 6% | 0.1
O=C(NC1CCCN(Cc2ccc(Cl)cc2)C1)c1cccc(F)c1 (stereo unspecified) | -13% | -1 | -7% | -8% | 2% | 10% | 2% | 0.7
CCOc1ccc(N2C(=O)C3CC(C)=C(C)CC3C2=O)c([N+](=O)[O-])c1 (stereo unspecified) | 37% | x | 3% | -10% | 1% | 8% | -3% | 2.0
O=C(CCN1C(=O)[C@@H]2Cc3ccccc3CN2C1=O)Nc1cccc(F)c1 | 1% | -2 | 9% | -8% | 14% | -7% | 11% | -1.5
COc1ccc2ccccc2c1CNC(C)c1ccccc1 (stereo unspecified) | -10% | 1 | -13% | 1% | -10% | -7% | 0% | -0.9
COc1ccc(C(=O)c2c3ccc(OC)cc3[n+]([O-])n2Cc2ccc(C(N)=O)cc2)cc1 | -1% | -7 | 0% | -9% | -8% | -11% | 4% | -0.3
Cc1ccc(/C(O)=C2\C(=O)C(=O)N(C)C2c2ccc([N+](=O)[O-])cc2)cc1 (stereo unspecified) | 6% | 4 | -8% | -3% | 7% | -21% | -3% | -1.6
O=C(COC(=O)CCN=C1NS(=O)(=O)c2ccccc21)NC1CCCCCCC1 | 11% | 3 | -19% | -18% | 3% | 11% | -2% | -0.7
CC(=O)N1c2ccc(S(=O)(=O)N(C)C3CCCCC3)cc2CC1C (stereo unspecified) | 3% | -2 | 8% | -11% | 8% | 1% | -5% | -0.9
Cc1cc(=O)c2ccc(NC(=O)c3ccccc3)cc2[nH]1 | -16% | 5 | 9% | 2% | 4% | 8% | 0% | -1.5
N#Cc1ccccc1Cn1c(-c2cscn2)nc2ccccc21 | 1% | 3 | 12% | -1% | 1% | -17% | 2% | -0.9
